Screening data as filed in PubChem BioAssay.
M. tuberculosis HTS – M. tuberculosis growth inhibition, HTS (AID 449762); M. tuberculosis H37Rv growth inhibition, 7H9 media; higher % means a stronger effect; inhibition, % at 25 µM; hits with a dose series show IC50 in µM; hit rate 0.59% among 330,000; in the data active means a potency from the dose series; inconclusive means inhibition above about 70% without an active follow-up result;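 further: bacterial growth assessed after seven days of incubation; strong numbers were not always called active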
influenza NS1A – NS1A inhibition, H1N1 influenza, cell based functional assay (AID 504329); NS1A functional cell-based assay, percent inhibition; higher % means a stronger effect; one-dose inhibition, % at 12.5 µM; IC50 in µM for titrated hits; hit rate 0.3% among 340,000; in the data active means a potency from the dose series; inconclusive means inhibition above about 27% without an active follow-up result; further: strong numbers were not always called active
VEEV TC-83 Vero – inhibitors of VEEV TC-83 cytopathic effect, confirmation, Vero cells (AID 588727). hit rate 0.13% among 350,000. Vero cells, VEEV TC-83 cytopathic effect inhibition; higher % means a stronger effect. one-dose inhibition, % at 20 µM; IC50 in µM for titrated hits; in the data active means a potency from the dose series; inconclusive means inhibition mostly from about 14% at the one dose, without a potency; inactive means the rest, 99 in 100 with inhibition below about 12%; further: strong numbers were not always called active
PhoP GFP inhibition – Inhibition of PhoP regulon, Salmonella typhi GFP reporter cells, confirmation, 4 h (AID 1850) | Salmonella Typhi PhoP-promoter GFP reporter, fluorescence, 4 h; higher % means a stronger effect | inhibition, % at 50 µM, or IC50 in µM where a hit was titrated | hit rate 0.33% among 310,000; in the data active means a potency from the dose series; inconclusive means inhibition mostly from about 25% at the one dose, without a potency; inactive means the rest, 99 in 100 with inhibition below about 19%;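 further: 0% = induced wells with vehicle and 100% = uninduced wells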
M. tuberculosis – growth inhibition of non-replicating M. tuberculosis (AID 488890). Mycobacterium tuberculosis non-replicating, growth inhibition; higher % means a stronger effect. inhibition, % at 25 µM; hits with a dose series show IC50 in µM. hit rate 0.39% among 320,000; in the data active means a potency from the dose series; inconclusive means inhibition mostly from about 82% at the one dose, without a potency; inactive means the rest, 99 in 100 with inhibition below about 76%;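 further: plate controls were DMSO cells for no effect and high antibiotic wells for full effect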
VEEV TC-83 Vero 10K pilot screen – recorded beside VEEV TC-83 Vero, whose call it bears; inhibition, %; measured here: 10K pilot screen inhibition
* hit, by the source's call; i = inactive; ? = inconclusive; · = not tested or not shown.

SMILES | M. tuberculosis HTS | influenza NS1A | VEEV TC-83 Vero | PhoP GFP inhibition | M. tuberculosis | others
Cc1ccc(-c2csc(NC(=O)CCNC(=O)c3ccc(Cl)cc3)n2)cc1 | -3% | -14% | 1.1% | -8% | 2%
COC(=O)C1=C(COc2ccccc2)NC(=O)NC1c1ccc2ccccc2c1 (stereo not given) | -4% | · | · | 1% | 2%
Cc1ccc(-c2noc(CCC(=O)Nc3cccc(C#N)c3)n2)cc1 | ? | 8% | 1.0% | 4% | i
CS(=O)(=O)N(Cc1ccccc1Cl)c1ccc(C(=O)N2CCCC2)cc1 | -2% | -3% | i | 8% | -9%
COC(=O)C1=C(c2ccc(Cl)c(C(F)(F)F)c2)C[C@@H]2CC[C@H]1N2C(=O)NCCNC(C)=O | -1% | -19% | 3.6% | · | 8%
CN1c2ccccc2Oc2nnc(N3CCN(Cc4ccccc4)CC3)cc21 | 20% | -16% | 11% | 7% | ?
OCCN(CCO)c1ccc(C(c2ccccc2Cl)c2ccc(N(CCO)CCO)cc2Cl)c(Cl)c1 | 17% | -3% | 0.8% | 13% | 22%
O=C(CNS(=O)(=O)c1ccc(Cl)cc1)N1CCN(c2ccc(F)cc2)CC1 | -6% | -10% | 2.2% | · | 27%
Cc1ccc(S(=O)(=O)CC(=O)Nc2ccc3nc(C)sc3c2)cc1 | 9% | 3% | 2.7% | 2% | 8%
Cc1ccc(NC(=O)CSc2nnc(NC(=O)C3CC3)s2)cc1 | -11% | -8% | 8.5% | -6% | -11%
Cc1ccc(/C=C2\SC(=S)N(/N=C/c3cc([N+](=O)[O-])ccc3O)C2=O)o1 | 3% | 11% | 0.2% | -3% | ?
COc1cccc(COC(=O)c2cc(=O)[nH]c3ccc(S(=O)(=O)N4CCOCC4)cc23)c1OC | -7% | 3% | 0.6% | 3% | 6%
Cc1cc2cc(CNC(=O)C3CCCC3)ccc2n1C | 3% | 12% | 7.0% | -36% | i | VEEV TC-83 Vero 10K pilot screen=1.2
COc1cc2c(cc1OC)CN(Cc1ccc(F)cc1)CC2 | 1% | 30% | 0.1% | -5% | 11%
Cc1ccc(CN(C(=O)c2cc(=O)c3cc(C)cc(C)c3o2)C2CCS(=O)(=O)C2)cc1 (stereo not given) | -1% | · | 9.9% | 8% | 22%
O=C1C2=C(NC(=S)NC2c2ccc(Cl)cc2)NC(c2ccc(Cl)cc2)N1c1ccc(Cl)cc1 (stereo not given) | -4% | 1% | 3.7% | -11% | 43%
CCN(CC)S(=O)(=O)c1cc(C(=O)OC)ccc1Cl | -13% | -1% | 1.3% | 9% | 3%
O=C(NCCCCc1ccccc1)Nc1ccc(F)cc1F | 10% | -9% | i | -3% | 5%
Cc1ccc(NC(=O)c2ccc(C(C)(C)C)cc2)cc1[N+](=O)[O-] | 8% | 4% | 2.0% | -2% | 20%
CC(C)(C)OC(=O)C[C@H]1C/C=C\C[C@H](CC(=O)NCCO)C(=O)N[C@@H](Cc2ccccc2)COC1=O | 1% | -12% | i | · | 12%
COc1cccc(NC(=O)CCC(=O)NCc2ccco2)c1 | -7% | 3% | 5.5% | -2% | ·
CCCn1c(=O)c(-c2ccccc2)c(O)c2ccccc21 | 16% | -1% | 1.5% | -9% | -1%
FC(F)(F)c1ccc(Sc2nnc(-c3cccs3)n2CC2CCCO2)nc1 (stereo not given) | -3% | 2% | 7.0% | 11% | 4%
Cc1ccnc(NS(=O)(=O)c2ccc(N3C(=O)C4CCCCC4C3=O)cc2)n1 (stereo not given) | 0% | 7% | 1.6% | -6% | 4%
Oc1c(/C=N/Nc2cccc3cccnc23)ccc2ccccc12 | 4% | 0% | i | 0% | 70%
COc1ccccc1C(C)NC(=O)c1cc(=O)[nH]c2ccccc12 (stereo not given) | 4% | 5% | 0.2% | -5% | 12%
O=C1CC(NS(=O)(=O)c2cc(F)ccc2F)CN1c1ccc2c(c1)OCCO2 (stereo not given) | 0% | 8% | 5.2% | 2% | 5%
CN(CC(=O)Nc1ccc(Cl)c(C(F)(F)F)c1)C(=O)CC1Sc2ccccc2NC1=O (stereo not given) | 59% | -7% | 3.2% | -5% | 9%
N#CC(C#N)=C/C(C#N)=C(/N)N1CCN(c2ccc(Cl)cc2)CC1 | 2% | 19% | i | -2% | 8%
Cc1cccc2nc(-c3ccco3)c(Nc3ccccc3)n12 | 8% | 2% | 7.5% | 8% | 25%
CCN(CC(=O)Nc1ccccc1OC)C(=O)/C=C/c1cccs1 | -11% | -6% | 6.8% | 1% | -25%
Cc1ccnc(NC(=O)c2cc(-c3ccc(Cl)s3)nc3ccccc23)c1 | 5% | -6% | 3.5% | 3% | -20%
CC1Sc2ccc(S(=O)(=O)N3CCC(C(=O)N4CCN(C)CC4)CC3)cc2NC1=O (stereo not given) | 6% | 15% | i | -24% | 23%
CCOc1ccc(N(C)S(=O)(=O)c2ccc(C)c(C(=O)Nc3nnc(C4CC4)s3)c2)cc1 | 1% | -2% | 0.6% | · | 55%
COC(=O)C1C(c2ccccc2)C(C(=O)N2CCOCC2)C1c1ccccc1 (stereo not given) | 2% | 1% | i | -14% | 8%
Cc1ccc(C(=O)Nc2cccc(C(F)(F)F)c2)cc1Nc1ncnc2nc[nH]c12 | 50µM* | · | ? | 14% | 47%
CCCOc1ccc(C2=NNC(c3cccs3)=Nc3ccc(OC)cc32)cc1 | ? | 6% | 6.8% | 0% | 24%
O=C(NNS(=O)(=O)c1ccc2ccccc2c1)c1cc(-c2ccccn2)nc2ccccc12 | 16% | 7% | 3.5% | -2% | -26%
O=C(O)C(=Cc1cccc([N+](=O)[O-])c1)c1ccc(Cl)cc1 | · | 2% | 1.8% | · | ·
O=C(CSc1ccc2c(c1)OCCO2)Nc1ncccc1O | -2% | -8% | 0.1% | -4% | 1%
Cc1ccc(NC(=S)Nc2ccc(S(=O)(=O)Nc3ncccn3)cc2)c(C)c1 | 4% | -25% | 7.5% | 6% | 67%
Cc1c(C=O)c2ccccn2c1C(=O)c1ccc(F)cc1 | 10% | -10% | 1.2% | -4% | 10%
O=C(NN1C(=O)/C(=C/c2ccc(O)cc2)SC1=S)c1cccc(O)c1 | 6% | 7% | 5.1% | -7% | 34%
CC(=O)c1c(C)[nH]c(C(=O)CN2C(=O)NC(C)(c3ccc(C)cc3)C2=O)c1C (stereo not given) | -4% | -4% | 2.9% | 5% | 8%
COc1cc(/C=C(\NC(C)=O)C(=O)Nc2ccccc2C)ccc1OC(C)=O | 1% | 2% | 0.2% | -5% | -18%
COCCNC(=O)c1cc(-c2ccccc2C)n(CC2CC(c3cccc([N+](=O)[O-])c3)=NO2)n1 (stereo not given) | 0% | -3% | 1.1% | · | 17%
Cc1c(CCOC(=O)c2cccc([N+](=O)[O-])c2)sc[n+]1CC(=O)c1ccccc1 | -1% | -8% | 1.8% | 9% | 16%
Clc1cccc(CSc2nnc(-c3cccnc3)n2Cc2ccco2)c1 | -1% | -2% | 1.2% | -2% | 14%
O=C(NC1=C(Nc2ccc(Cl)cc2)C(=O)c2ccccc2C1=O)c1ccccc1 | 12% | 12% | 1.4% | -3% | 6%
Cc1cccc(/C=N/n2c(COc3ccccc3)n[nH]c2=S)c1 | 10% | -6% | 2.3% | -8% | -11%
COc1cc(/C=C/c2cc(C(F)(F)F)[nH]c(=O)n2)cc(OC)c1OC | · | 2% | ? | · | ·
CCN(CC)C(=O)n1c(Cc2ccccc2)nc2ccccc21 | 0% | 1% | i | -2% | -7%
COc1ccc(-n2nnnc2-c2nc3ccccc3s2)cc1 | 7% | -14% | 0.8% | 9% | 13%
C=CCN(CC=C)C(=O)C1CCN(Cc2ccc(OCc3ccccc3)cc2)CC1 | 11% | -4% | i | 2% | 74%
CC1CCCN(C(=O)COC(=O)c2cccc(NS(=O)(=O)c3ccccc3)c2)C1 (stereo not given) | -12% | -6% | 3.2% | 0% | 0%
O=C(NCc1ccc(OC(F)(F)F)cc1)c1ccc2c(c1)S(=O)(=O)c1ccccc1C2=O | -3% | 7% | 2.6% | 0% | -3%
O=C(CSc1nc2ccccc2[nH]1)Nc1ccccc1F | -4% | 4% | 0.2% | -5% | 67%
O=C1/C(=C/c2ccccc2Cl)SC(=S)N1CCCC(=O)N(CCO)c1ccccc1 | 27% | -2% | ? | -2% | 70%
O=C(Nc1ccccc1OC(F)F)c1ccc(S(=O)(=O)N2CCCC2)cc1 | -6% | -10% | 7.1% | · | 19%
CNCC(C)COc1ccccc1OCc1ccccc1 (stereo not given) | -2% | 17% | i | -7% | -12%

Random excerpt: six entries already listed, in no set order.
SMILES | M. tuberculosis HTS | influenza NS1A | VEEV TC-83 Vero | PhoP GFP inhibition | M. tuberculosis | others
O=C(Nc1ccccc1OC(F)F)c1ccc(S(=O)(=O)N2CCCC2)cc1 | -6% | -10% | 7.1% | · | 19%
COc1cc(/C=C/c2cc(C(F)(F)F)[nH]c(=O)n2)cc(OC)c1OC | · | 2% | ? | · | ·
O=C1/C(=C/c2ccccc2Cl)SC(=S)N1CCCC(=O)N(CCO)c1ccccc1 | 27% | -2% | ? | -2% | 70%
O=C(NC1=C(Nc2ccc(Cl)cc2)C(=O)c2ccccc2C1=O)c1ccccc1 | 12% | 12% | 1.4% | -3% | 6%
CCN(CC)C(=O)n1c(Cc2ccccc2)nc2ccccc21 | 0% | 1% | i | -2% | -7%
COc1ccc(-n2nnnc2-c2nc3ccccc3s2)cc1 | 7% | -14% | 0.8% | 9% | 13%

Following part:
SMILES | M. tuberculosis HTS | influenza NS1A | VEEV TC-83 Vero | PhoP GFP inhibition | M. tuberculosis | others
CCc1[nH]c(C(=O)O)c(C)c1C(=O)OC | 7% | 19% | i | -2% | -2%
Cc1ccc(C)c(NNC(N)=S)c1 | 6.4µM* | 8% | 2.2% | 1% | ?
CN(C)/C=N/NC(=O)C1Cc2c(ccc3ccccc23)O1 (stereo not given) | -4% | -4% | i | -8% | -9%
Cc1cccc(C)c1OCC(=O)Nc1ncn[nH]1 | -5% | -8% | 3.8% | -10% | 7%
CCC1Oc2ccccc2N(CC(=O)NCCCN2CCOCC2)C1=O (stereo not given) | 1% | 5% | 0.3% | 20% | ·
CCCC(=O)Nc1cccn(Cc2ccccc2Br)c1=O | 1% | 1% | 0.8% | 4% | -17%
Fc1cccc(NC(=S)NNc2ccccc2)c1 | 7% | 7% | 1.1% | 16% | 59%
CCN(CC)CCc1c(C)[nH]c(C(=O)OCc2ccccc2)c1C | 4% | 8% | 0.8% | 0% | 39%
Cc1ccc(NC(=O)CS(=O)CC(=O)N(CC(=O)NC2CCCC2)c2ccc3c(c2)OCCO3)cc1 (stereo not given) | -4% | 1% | 2.0% | 8% | 7%
Cn1c(CCN2CCCCC2)nc2cc(NC(=O)C3CCCCC3)ccc21 | · | 1% | 0.2% | 0% | 24%
S=C(Nc1ccc2c(c1)OCCO2)Nc1ccccc1Cl | -8% | -5% | 4.6% | -6% | 61%
CC(NC(=O)Nc1cccnc1)(C(F)(F)F)C(F)(F)F | -4% | 9% | 5.8% | 5% | 3%
COc1cc(OC)c(C(=O)OCC(=O)N2CC(=O)Nc3ccccc32)cc1OC | -6% | 1% | i | 1% | -17%
CC(=O)Nc1ccc(OC/C=C(\C)Cl)cc1 | -6% | -5% | 1.4% | -3% | 43%
O=C(Nc1ccn(Cc2c(F)c(F)cc(F)c2F)n1)c1ccc(COc2cc(Cl)ccc2Cl)o1 | -12% | -2% | i | -8% | 3%
COc1cccc(NP(=O)(Oc2ccc(Cl)cc2)Oc2ccc(Cl)cc2)c1 | 11% | -1% | 4.2% | -3% | 16%
S=c1nc[nH]c2c1[nH]c1ccccc12 | -5% | 6% | 3.2% | -12% | -6%
Cc1ccc(-c2nc3ccccc3c(=O)n2-c2nccs2)cc1 | 4% | -5% | 0.9% | -14% | 17%
COc1ccc(NC2CCCN(C(=O)c3ccc4[nH]c(C)c(C)c4c3)C2)cc1 (stereo not given) | -1% | 3% | 4.7% | 8% | 41%
Cc1cccc(C2=NN(c3ccc(Br)cc3)[C@@H](C(=O)N3CCOC3=O)[C@@H]2c2ccc(F)cc2)c1 | 7% | 6% | 6.4% | -3% | 5%
CCC(Sc1nc(N)cc(N)n1)C(=O)O (stereo not given) | -7% | 6% | i | -3% | -5% | VEEV TC-83 Vero 10K pilot screen=3.9
Cc1ccc(OCCOC(=O)c2c(-c3ccccc3)noc2C)cc1 | ? | 4% | 0.1% | 7% | ?
